Screening results: PubChem, National Center for Advancing Translational Sciences (NCATS)
TrxR1 inh – rat TrxR1 inhibition. recombinant rTrxR1, NADPH fluorescence consumption, selenite substrate. O89049. actives 1% (n = 390,000). Potency, µM (top dose mostly 114 µM), for inactives: top-dose activity change, negative = inhibition, usual class: inhibitors. AID 588453; note: % is set by controls: 0 for no effect and ±100 for the full control effect; nearly all actives have a fitted effect of over 65% in size
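Rat TrxR1 (90 nM in the dispensed reagent) was pre-reduced with 400 uM NADPH for 5 min at room temperature, then incubated with compound for 15 min. After 400 uM selenite was added, NADPH fluorescence (Ex 340/Em 450 nm) was followed for 8 min.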
ALOX12 inh – blocks human arachidonate 12S-lipoxygenase | P18054 | purified 12hLO, xylenol orange hydroperoxide absorbance | Potency, µM (doses to about 108 µM), for the others: at the highest dose activity change, negative = inhibition, usual class: inhibitors | actives 1.1% (n = 580,000) | AID 1671190; note: % is set by controls: 0 for no effect and ±100 for the full control effect
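Purified human 12hLO (150 nM final) in 25 mM Hepes, 0.01% Triton X-100, pH 7.0 was preincubated 15 min at room temperature with compound. Then 40 uM arachidonic acid was added, 30 min. Hydroperoxide was read by Fe-XO absorbance ratio 573/405 nm.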
Vif-A3F inh – inhibitors of Vif-A3F interaction. HeLa A3F-eYFP + Vif (tagged APOBEC3F with the HIV-1 protein that degrades it), YFP fluorescence increase. Potency, µM (series often up to 46.1 µM), for the others: at the highest dose activity, negative = active. actives 0.2% (n = 390,000). AID 602313; note: % of control where 0% means no effect; nearly all actives have a fitted effect of over 65% in size
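HeLa cells stably expressing A3F-eYFP plus Vif, plated and incubated overnight at 37 deg C, then exposed to compounds overnight at 37 deg C. Blocked degradation read as raised yellow fluorescence (Ex 488/Em 500-530).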
RXFP1 ag – RXFP1 (human) receptor agonism; Q9HBX9; HEK293T-RXFP1 cAMP TR-FRET, 30 min; response scale: percent of porcine relaxin response, buffer zero; Potency, µM (top dose mostly 57.5 µM), without a hit: at the top dose activation, hits mostly activators; actives 0.3% (n = 370,000); note: % is set by controls: 0 for no effect and ±100 for the full control effect; nearly all actives have a fitted effect of over 60% in size; many of its hits are not listed in these tables
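HEK293T cells stably expressing RXFP1 were pretreated with the PDE4 inhibitor Ro 20174, exposed to compounds for 30 min at 37C, lysed, and cAMP was read by TR-FRET. Data normalized to buffer (basal) and 29 nM porcine relaxin (100%).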
mIDH1 inhibitor – inhibitors of human mutant IDH1 R132H | actives 0.093% (n = 390,000) | Potency, µM (series often up to 76.6 µM), inactives show top-dose activity change, negative = inhibition, actives largely listed as inhibitors | IDH1-R132H enzyme, NADPH consumption, diaphorase/resazurin fluorescence | AID 602179 | O75874; note: % is set by controls: 0 for no effect and ±100 for the full control effect; nearly all actives have a fitted effect of over 65% in size
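IDH1-R132H (0.5 ug/mL) preincubated 30 min with compound, then NADPH (0.016 mM) and alpha-KG (2 mM) added; 80 min at RT, pH 7.5. Remaining NADPH coupled via diaphorase/resazurin to fluorescence (540/590 nm); concentration-response curves normalized to no-enzyme control.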
Vif-A3G inh – Vif-A3G binding inhibition; Q9HC16; HeLa A3G-eYFP + Vif (tagged APOBEC3G with the HIV-1 protein that degrades it), YFP fluorescence, overnight; Potency, µM (doses to about 46.1 µM), for the others: at the highest dose activity, negative = active, actives largely listed as inhibitors; actives 0.076% (n = 410,000); AID 602310;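 note: % is set by controls: 0 for no effect and ±100 for the full control effect; nearly all actives have a fitted effect of over 60% in size; hits raise eYFP signal because A3G escapes Vif-driven loss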
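Read-out is eYFP fluorescence (Ex 488/Em 500-530) from Vif-expressing HeLa A3G-eYFP cells; more signal means A3G escaped Vif-mediated degradation. Cells plated overnight, compound pinned in, incubated overnight at 37 deg C.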
USP1 inh – inhibitors of human USP1/UAF1 deubiquitinase; recombinant USP1/UAF1, Ub-Rhodamine cleavage fluorescence; Potency, µM (top dose mostly 57.1 µM), for inactives: at the highest dose activity change, negative = inhibition, hits mostly inhibitors; actives 0.23% (n = 390,000); note: % is set by controls: 0 for no effect and ±100 for the full control effect; nearly all actives have a fitted effect of over 60% in size; inactives centre near -12
Target sequence (O94782 whole entry, looked up): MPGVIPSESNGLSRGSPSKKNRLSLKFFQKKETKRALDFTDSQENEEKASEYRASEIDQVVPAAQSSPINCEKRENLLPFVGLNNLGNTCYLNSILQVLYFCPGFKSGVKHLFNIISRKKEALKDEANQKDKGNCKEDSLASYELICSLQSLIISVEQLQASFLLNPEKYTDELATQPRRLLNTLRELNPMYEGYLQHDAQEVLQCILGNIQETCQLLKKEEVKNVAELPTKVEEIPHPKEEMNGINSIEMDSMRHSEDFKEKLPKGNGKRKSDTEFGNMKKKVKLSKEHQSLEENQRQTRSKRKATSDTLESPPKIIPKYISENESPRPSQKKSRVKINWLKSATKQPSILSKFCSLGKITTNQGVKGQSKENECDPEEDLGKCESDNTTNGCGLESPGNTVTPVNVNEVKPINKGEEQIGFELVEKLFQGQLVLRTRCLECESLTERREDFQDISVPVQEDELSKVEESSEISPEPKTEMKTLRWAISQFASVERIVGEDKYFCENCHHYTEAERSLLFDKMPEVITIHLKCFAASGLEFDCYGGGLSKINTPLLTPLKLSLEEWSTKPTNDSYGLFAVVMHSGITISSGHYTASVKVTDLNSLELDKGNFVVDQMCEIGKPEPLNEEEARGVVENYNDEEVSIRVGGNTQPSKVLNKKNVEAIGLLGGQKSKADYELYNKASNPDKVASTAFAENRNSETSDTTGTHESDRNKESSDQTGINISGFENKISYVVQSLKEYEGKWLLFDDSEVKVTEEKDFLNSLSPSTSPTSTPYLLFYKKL
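1 nM enzyme complex + cpd, 15 min RT; start with Ub-Rho 150nM final; kinetic fluorescence ex 480/em 540, 6 reads q60 s. Buffer 50mM HEPES pH 7.8, 0.5mM EDTA, 0.1 mg/ml BSA, 1mM TCEP, 0.01% Tween-20.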
RGS4 inhibitor – blocks human RGS4-accelerated GTP hydrolysis; P49798; Transcreener GDP fluorescence polarization, RGS4-accelerated GTP hydrolysis; Potency, µM (top dose mostly 114 µM), for inactives: at the top dose activity change, negative = inhibition, most hits filed as inhibitors; actives 0.039% (n = 390,000); AID 504845; note: % is set by controls: 0 for no effect and ±100 for the full control effect; nearly all actives have a fitted effect of over 75% in size; some results filed as inactive show a strong effect at the top dose
Target sequence (P49798 whole entry, looked up): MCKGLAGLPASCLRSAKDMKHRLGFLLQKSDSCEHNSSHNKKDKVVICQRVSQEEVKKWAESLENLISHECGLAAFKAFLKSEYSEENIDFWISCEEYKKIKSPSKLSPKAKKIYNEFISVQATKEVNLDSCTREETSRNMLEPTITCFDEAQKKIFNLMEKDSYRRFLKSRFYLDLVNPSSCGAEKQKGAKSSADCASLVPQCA
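MLSMR compounds (23 nl, pin-transferred) preincubated 10 min at room temperature with a 500nM (2x) first reagent, then RGS4 at 900nM (2x) plus Transcreener GDP mix added; fluorescence polarization (620/688 nm) read before and after 90 min at 30 °C.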
TrxR1 substrate – rat thioredoxin reductase 1 substrate activity; purified TrxR1 substrate turnover, NADPH consumption readout; Potency, µM (highest dose often 114 µM), inactives show at the highest dose activity change, negative = substrate turnover; actives 0.01% (n = 390,000); note: % is set by controls: 0 for no effect and ±100 for the full control effect; nearly all actives have a fitted effect of over 50% in size
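Rat TrxR1, dispensed at 90 nM, was prereduced with 400 uM NADPH (final) for 5 min at ~22 deg C, then incubated with compound 15 min before 400 uM selenite. A first-read NADPH fluorescence drop versus no-compound background flagged substrates.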
Starred values were filed as active, the others as inactive; ? = inconclusive; . = not tested or not shown; [ ] = another dose, or the depositor's remark. Calls come from the whole dose curve; as a rule, active = well fitted curve in the direction sought with a large enough effect; inconclusive = small, poorly fitted or top-dose-only effect, or another doubt; inactive = no such curve, though single readings can be large; an effect the other way counts as inactive or inconclusive. Potency is the fitted concentration of half-maximal effect. This is a subset; count on the stated rates, not on these rows.

SMILES	TrxR1 inh	ALOX12 inh	Vif-A3F inh	RXFP1 ag	mIDH1 inhibitor	Vif-A3G inh	USP1 inh	RGS4 inhibitor	TrxR1 substrate
NC(=O)C1(N2CCCCC2)CCN(C(=O)c2ccc(C#Cc3ccccc3)o2)CC1	0%[57.1 µM]	?	2%	0.3%	-1%	-7%	-20%	21%	-11%
Cc1cccc(-c2nn(-c3ccccc3)cc2C(=O)NCC(c2cccs2)N2CCOCC2)c1 (stereo not given)	3%	-6%	-7%	0.1%	4%	0%	-25%	2%	-5%
Cc1ccc(/C=N/Nc2nnc(Cc3ccccc3)c(=O)[nH]2)o1	16%	2%	-4%	0.5%	2%	-4%	-22%	5%	2%
O=C(CC1N=C2c3ccccc3N=C(SCc3ccccc3F)N2C1=O)NCCc1ccccc1 (stereo not given)	8%[57.1 µM]	-10%	4%	11%	13%	-13%	-22%	-35%	14%[57.1 µM]
Cc1nc(C(F)(F)F)c(C(=O)NC(=O)Nc2ccccc2)s1	9%	-5%	-1%	-1.8%	-2%	1%	-3%	-1%	-3%
O=C(Cc1ccccc1)NCC(=O)OCC(=O)c1ccc([N+](=O)[O-])cc1	-16%	?	3%	-0.4%	7%	0%	-4%	2%	-8%
C/C(=N\NS(=O)(=O)c1ccc([N+](=O)[O-])cc1)c1cccs1	21%	-15%	-28%	0.3%	6%	1%	-25%	?	1%
O=C(Cn1cc([N+](=O)[O-])cn1)Nc1nccs1	37%	-17%	-7%	7.9%	3%	2%	-13%	5%	1%
CCn1c(CCCCc2n[nH]c(=S)n2CC)n[nH]c1=S	?	-28%	-2%	0.0%	-6%	2%	-1%	18%	-6%
O=C(O)CNS(=O)(=O)c1cc(Cl)c(Cl)cc1Cl	-4%	0%	-14%	0.7%	-3%	-1%	-9%	4%	-3%
Cc1ccc2oc(C(=O)N3CCC(C(N)=O)(N4CCCCC4)CC3)c(C)c2c1	14%	11%	3%	1.5%	1%	2%	-18%	11%	4%
Cc1ccccc1C(=O)NC1CCN(Cc2nnnn2C(C)(C)C)CC1	20%	-7%	3%	1.6%	5%	1%	-22%	0%	3%
Cc1cccc(S(=O)(=O)Nc2nc3ccccc3nc2NCc2ccco2)c1	?	?	2%	2.2%	-1%	0%	0%	-6%	9%
COc1ccc(NC(=O)CCc2nc3cccnc3n2Cc2cccs2)c(OC)c1	16%	-3%	-2%	2.0%	-12%	-3%	-9%	10%	0%
Nc1c(C(=O)OCC2CCCO2)c2nc3ccccc3nc2n1C1CCCC1 (stereo not given)	?	-4%	5%	1.0%	3%	-18%	-9%	-2%	251%[activator]
NC(=S)NN=C(c1ccccc1)c1ccccc1	-4%	0%	?	3.0%	0%	2%	-6%	-41%	-5%
O=C(NCCCN1CCCC1)c1ccc(CS(=O)(=O)c2ccc(Cl)cc2)o1	13%	.	1%	0.5%	6%	5%	-4%	17%	-12%
Cc1ccc(-c2nnc(Oc3ccc(NC(=O)c4ccccc4)cc3)c3ccccc23)cc1	4%	?	-8%	7.1%	3%	0%	-20%	4%	-2%
Cc1ccsc1CN(C(=O)COc1ccccc1Cl)C1CCS(=O)(=O)C1 (stereo not given)	25%	-11%	.	-1.7%	.	.	-20%	-3%	3%
Cc1ccc(-c2c(C(=O)NCCc3ccc(Cl)cc3)oc(=O)c3ccccc23)cc1	-6%	-24%	-3%	1.2%	-7%	5%	-14%	26%	-13%
O=c1cc(SCc2ccc(Cl)cc2Cl)nc[nH]1	-12%	0%	9%	.	-1%	0%	1%	-5%	-14%
O=C(CSc1ncnc2c1oc1ccccc12)NCc1ccc(F)cc1	16%	?	-9%	?	1%	1%	-17%	-12%	-4%
COc1cc(C(=O)Oc2cc(C)[nH]c(=O)c2[N+](=O)[O-])cc(OC)c1OC	-6%	-24%	5%	-0.2%	4%	1%	-9%	6%	-4%
COCCNC(=O)C1(C(F)(F)F)C/C(=C\Cc2ccccc2)CCCO1 (stereo not given)	-10%	.	.	.	.	4%	.	14%	-3%
CC(=O)c1ccc(N2CCN(c3ncc(C(F)(F)F)cc3Cl)CC2)cc1	17%	405%[activator]	-14%	1.6%	5%	-6%	-13%	?	8%

The closing three entries of the section before open the next one.
SMILES	TrxR1 inh	ALOX12 inh	Vif-A3F inh	RXFP1 ag	mIDH1 inhibitor	Vif-A3G inh	USP1 inh	RGS4 inhibitor	TrxR1 substrate
COc1cc(C(=O)Oc2cc(C)[nH]c(=O)c2[N+](=O)[O-])cc(OC)c1OC	-6%	-24%	5%	-0.2%	4%	1%	-9%	6%	-4%
COCCNC(=O)C1(C(F)(F)F)C/C(=C\Cc2ccccc2)CCCO1 (stereo not given)	-10%	.	.	.	.	4%	.	14%	-3%
CC(=O)c1ccc(N2CCN(c3ncc(C(F)(F)F)cc3Cl)CC2)cc1	17%	405%[activator]	-14%	1.6%	5%	-6%	-13%	?	8%
O=C(Cn1ccc(C(F)(F)F)n1)NNC(=O)c1ccco1	5%	5%	-9%	-1.5%	-1%	-2%	-20%	17%	-5%
CCCCN1C(=O)C(CC(=O)NCCc2ccccn2)CC(C(=O)N(C(C)C)C(C)C)=C1C (stereo not given)	.	15%	0%	.	15%	-6%	-20%	.	.
CON(C)c1nc(OCCNC(=O)OCc2ccc(Cl)cc2Cl)nc(N(C)C)n1	13%	-20%	5%	1.1%	1%	-1%	-19%	24%	4%
Cc1ccc(S(=O)(=O)/N=S(/c2ccccc2)C(C)C)cc1 (stereo not given)	46%[activator]	?	-1%	0.7%	-10%	0%	-13%	-34%	-4%
Cc1ccc(C(=O)NCC(=O)OCCCn2c(=O)[nH]c3ccccc32)cc1	-7%[57.1 µM]	-11%	-15%	0.1%	0%	5%	-19%	22%	-4%[57.1 µM]
C=CCC(CC=C)(CNC(=O)C(=O)Nc1ccc(C(=O)OCC)cc1)c1ccccc1	2%	-6%	9%	-2.4%	0%	3%	-26%	11%	-4%
CCOC(=O)C1=NNC(C(=O)c2ccc(Cl)cc2)C1c1ccccc1 (stereo not given)	?	?	0%	0.2%	0%	0%	-2%	9%	-15%
CC(=O)c1ccc(N2CCN(S(=O)(=O)c3ccc4c(c3)CC(C)N4C(=O)C3CCC3)CC2)cc1 (stereo not given)	19%	-17%	4%	5.6%	0%	4%	-6%	-8%	3%
O=C(Nc1ccc(Br)cc1)C1CC(O)CN1C(=O)OCc1ccccc1 (stereo not given)	14%	-19%	16%	2.0%	8%	0%	-2%	-30%	2%
CN(Cc1cnccn1)C(=O)C1CCC(=O)N(CCc2ccc(Cl)cc2)C1 (stereo not given)	10%	-3%	-1%	0.0%	-4%	2%	-29%	8%	6%
COc1ccc(NC(=O)C2CCCN(S(=O)(=O)c3ccc4[nH]c(=O)ccc4c3)C2)cc1 (stereo not given)	20%[57.1 µM]	1%[57.4 µM]	-2%	?	-2%	0%	-9%	-4%	6%[57.1 µM]
Cc1ccc(S(=O)(=O)N2CCOCC2)cc1NC(=O)CN1CCN(C)CC1	2%	16%	8%	0.1%	-1%	-1%	6%	6%	-2%
Cc1ccc(NC(=O)COC(=O)c2ccco2)cc1S(=O)(=O)N1CCCCC1	.	-7%	-1%	.	0%	0%	-22%	.	.
COc1cccc(C2C(C#N)=C(N)OC3=C2C(=O)CCC3)c1OC(=O)c1ccco1 (stereo not given)	3%[57.1 µM]	0%	-3%	-0.2%	4%	-4%	5%	-17%	-10%
CCCCNC(=O)c1ccc(NC(=O)C2CCCO2)cc1 (stereo not given)	4%	0%	-6%	-0.5%	10%	-6%	-17%	9%	-2%
CCOC(=O)C1(C)NC(c2cccs2)C2C(=O)N(c3ccc(OC)cc3)C(=O)C21 (stereo not given)	30%[57.1 µM]	-3%	-23%	-3.0%	6%	2%	-11%	?	3%[57.1 µM]
CC(=O)N1CCN=C1SCc1ccc(Br)cc1	14%	41%[activator]	-2%	2.0%	-12%	1%	-3%	20%	0%
CCCc1ccc(C(=O)NNC(=O)c2ccc(Br)cc2)cc1	-12%	-12%	-10%	-0.1%	-1%	-4%	-16%	-19%	-12%
COc1ccc(C2C(C(C)=O)=C(O)C(=O)N2c2ccccn2)cc1 (stereo not given)	-12%	?	4%	15%	-1%	7%	-13%	-6%	-12%
Cn1c(=O)c2c(nc(Oc3ccccc3Cl)n2Cc2ccc(C#N)cc2)n(C)c1=O	11%	-16%	-2%	-1.8%	6%	2%	-8%	7%	0%
CCC1CCCCN1C(=O)c1cccc(S(=O)(=O)Nc2cc(C(F)(F)F)ccc2Cl)c1 (stereo not given)	1%	-27%	-10%	-0.3%	5%	-9%	-19%	-13%	-3%
COc1ccc(OC)c(Nc2cc3ccccc3c(=O)[nH]2)c1	?	-12%	-23%	.	-6%[38.3 µM]	?	5µM*	?	1%
COc1ccc(-c2cc3c(=O)n(CC(=O)NCCCN4CCC(N5CCCCC5)CC4)ncn3n2)cc1	42%[activator][57.1 µM]	-7%	-3%	0.1%	-14%	0%	-10%	-8%[56.9 µM]	14%[57.1 µM]
O=C(CC1OC(=O)c2ccccc21)Nc1ccccc1N1CCOCC1 (stereo not given)	10%[57.1 µM]	3%	3%	1.2%	6%	1%	-1%	-8%	-6%
